RORg inh: ROR gamma (mouse) transcription inhibition; P51450; Potency, µM (top dose mostly 53.6 µM), without a hit: at the top dose activity change, negative = inhibition, actives largely listed as inhibitors; 310,000 tested, 5.4% active; Drosophila S2 Gal4-RORgamma UAS-luciferase reporter, 20 h; further: potency means the concentration at half of the fitted maximal effect; on the % scale 0 is the no-effect control and ±100 the full control effect; nearly all actives have a fitted effect of over 60% in size
Target sequence (P51450 whole entry, looked up, the tested form may be a part): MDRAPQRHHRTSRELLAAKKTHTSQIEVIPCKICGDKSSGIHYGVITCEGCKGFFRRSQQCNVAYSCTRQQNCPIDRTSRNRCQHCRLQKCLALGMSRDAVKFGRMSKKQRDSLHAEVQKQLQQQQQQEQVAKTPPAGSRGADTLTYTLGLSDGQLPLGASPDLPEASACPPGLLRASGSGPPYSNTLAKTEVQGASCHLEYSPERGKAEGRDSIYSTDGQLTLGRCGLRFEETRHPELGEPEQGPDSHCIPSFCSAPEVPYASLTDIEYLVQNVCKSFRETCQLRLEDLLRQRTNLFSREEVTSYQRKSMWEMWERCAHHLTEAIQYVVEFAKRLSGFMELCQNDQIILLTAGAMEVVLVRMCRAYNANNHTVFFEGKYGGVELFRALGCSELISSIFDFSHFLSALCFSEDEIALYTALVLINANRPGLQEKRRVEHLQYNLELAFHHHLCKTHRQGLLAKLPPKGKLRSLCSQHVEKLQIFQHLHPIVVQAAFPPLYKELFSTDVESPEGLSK
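Drosophila S2 cells stably expressing Gal4-DBD/mouse RORγ fusion under metallothionein promoter plus UAS-luciferase; compound 1 h, then 700 uM CuSO4 induction for 20 h at ambient temperature; inhibition read as reduced luminescence.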
ELG1 genotoxic: genotoxicity induction in ELG1-luciferase HEK293T cells | HEK293T ELG1-luciferase reporter, luminescence, 16 h | Potency, µM (series often up to 46 µM), without a hit: at the highest dose activity change, positive = activation, hits mostly activators | 330,000 tested, 1.3% active | AID 504466; further: potency means the concentration at half of the fitted maximal effect; % of control where 0% means no effect; nearly all actives have a fitted effect of over 60% in size
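Genotoxicity was scored as increased ELG1-luciferase reporter signal, measured by ONE-Glo luminescence (30 min, room temperature). Compound or vehicle exposure of the HEK293T reporter cells lasted 16 hr at 37°C.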
Giardia killer: kills Giardia lamblia; Giardia lamblia trophozoite viability; activity change, % at 7.66 µM, hits read low; 340,000 tested, 0.15% active; in the data active means activity change below about -80%; inconclusive means between about -30% and that limit;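 further: parasites exposed to compound for two days anaerobically before the ATP read; on the % scale 0 is the no-effect control and ±100 the full control effect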
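Killing of trophozoites was scored by loss of ATP luminescence after a 48 hrs anaerobic exposure to compounds at 37 deg C, using 100 cells per well.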
NPC1 prom act: activates the NPC1 promoter | 320,000 tested, 2.4% active | Huh7 NPC1 promoter luciferase reporter, 24 h | Potency, µM (top dose mostly 9.22 µM), without a hit: top-dose activation, actives largely listed as activators;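 further: potency means the concentration at half of the fitted maximal effect; % of control where 0% means no effect; nearly all actives have a fitted effect of over 60% in size; reporter is driven by a mutant NPC1 promoter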
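Compounds in DMSO were transferred onto Huh7 NPC1-luciferase reporter cells pre-incubated 2 h; after 24 h at 37 °C, Amplite reagent was dispensed and luminescence recorded 10 min later.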
Menin MLL FP TR: displaces Texas Red mutant MLL peptide from human menin; O00255; Menin + Texas Red MLL mutant peptide, fluorescence polarization; Potency, µM (series often up to 61.6 µM), inactives show at the top dose FP activity change, negative = inhibition, usual class: inhibitors; 270,000 tested, 0.23% active; AID 1768; active means well fitted inhibition curve with a large enough effect in the polarisation, with a control signal flat, not every such curve was filed as active; inconclusive means small, poorly fitted or top-dose-only effect, or effect the other way, or a change in a side signal; inactive means no such curve, though single readings can be large or run the other way; the % refers to the polarisation; further: potency means the concentration at half of the fitted maximal effect; % of control where 0% means no effect; many of its hits are not listed in these tables
FLuc counter: counter-screen for miR-21 project: firefly luciferase inhibitors or activators | purified FLuc, Km substrates, luminescence inhibition | P08659 | Potency, µM (top dose mostly 57.5 µM), without a hit: at the top dose activity change, negative = inhibition, hits mostly inhibitors | 360,000 tested, 6.9% active;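 further: potency means the concentration at half of the fitted maximal effect; plate controls were vehicle for no effect and reference inhibitor for full effect; nearly all actives have a fitted effect of over 55% in size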
Target sequence (P08659 whole entry, looked up): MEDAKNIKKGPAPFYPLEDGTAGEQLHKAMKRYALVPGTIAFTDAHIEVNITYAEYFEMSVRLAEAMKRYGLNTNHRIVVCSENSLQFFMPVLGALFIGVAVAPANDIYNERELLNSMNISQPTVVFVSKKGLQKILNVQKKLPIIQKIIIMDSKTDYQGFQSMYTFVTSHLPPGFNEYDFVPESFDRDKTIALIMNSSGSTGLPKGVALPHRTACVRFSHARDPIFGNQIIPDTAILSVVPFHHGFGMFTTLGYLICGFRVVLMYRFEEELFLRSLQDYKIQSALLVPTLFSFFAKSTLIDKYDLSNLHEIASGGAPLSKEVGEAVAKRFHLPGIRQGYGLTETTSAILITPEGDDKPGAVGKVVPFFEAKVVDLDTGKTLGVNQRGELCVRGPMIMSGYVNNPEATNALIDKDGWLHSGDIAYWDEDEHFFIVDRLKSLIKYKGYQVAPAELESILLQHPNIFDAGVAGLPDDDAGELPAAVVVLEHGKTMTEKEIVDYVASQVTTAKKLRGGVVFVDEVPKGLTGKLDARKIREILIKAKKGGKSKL
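Biochemical qHTS of compounds, final roughly 60 µM downward over six points, against 10 nM purified firefly luciferase using Km concentrations of substrates (10 uM D-luciferin, 10 uM ATP) in Tris acetate pH 7.5 buffer; luminescence output.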
Rab9 prom act: Rab9 promoter activation. Huh7 Rab9 promoter-luciferase reporter, luminescence, 24 h. Potency, µM (highest dose often 9.22 µM), for inactives: at the highest dose activation, negative = inhibition, actives largely listed as activators. 320,000 tested, 2.8% active; further: potency means the concentration at half of the fitted maximal effect; % of control where 0% means no effect; nearly all actives have a fitted effect of over 60% in size
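Promoter activation is measured as luciferase luminescence in Huh7 cells stably transfected with a Rab9 promoter–luciferase construct, following 24 h compound exposure at 37 °C and 10 min reagent incubation at ambient temperature.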
BRCA1 expr up: activators of BRCA1 expression; MCF7-BRCA1-FFLuc reporter, luminescence, 48 h; response scale: scaled: vehicle 0%, 10 µM genistein 100%; Potency, µM (series often up to 46.1 µM), without a hit: top-dose activation, usual class: activators; 380,000 tested, 1.1% active; further: potency means the concentration at half of the fitted maximal effect; nearly all actives have a fitted effect of over 80% in size; some results filed as inactive show a strong effect at the top dose
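MCF7 cells carrying a BRCA1-firefly luciferase reporter (2000 cells/well, phenol-red free MEM) were attached for 2 h at 37 °C, then given compounds for 48 h. Luminescence was read 15 min after luciferase reagent; activity normalized to genistein (10 microM) and DMSO.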
PKM2 activator: increases activity of human pyruvate kinase M2; purified PKM2, Kinase-Glo ATP luminescence, activation; response scale: 0% is enzyme alone, no compound; Potency, µM (highest dose often 57.5 µM), for the others: at the top dose activation, hits mostly activators; 260,000 tested, 0.34% active; AID 1631; further: potency means the concentration at half of the fitted maximal effect; on the % scale 0 is the no-effect control and ±100 the full control effect; nearly all actives have a fitted effect of over 55% in size
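hPK-M2, >95% pure; 0.1 mM ADP / 0.5 mM PEP final; imidazole pH7.2 buffer w/ 7 mM MgCl2, 50 mM KCl; 1 h RT; Kinase-Glo lum. Intermediate enzyme activity for dual inhibitor/activator qHTS.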
p53 reactivator: restores transcriptional activity of mutant p53 | H1299 p53-A138V BP100-luciferase reporter, luminescence, 24 h | Potency, µM (doses to about 92.2 µM), without a hit: at the highest dose activity change, positive = activation, most hits filed as activators | 320,000 tested, 0.063% active | AID 504706; further: potency means the concentration at half of the fitted maximal effect; % of control where 0% means no effect; nearly all actives have a fitted effect of over 45% in size
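p53-null H1299 cells stably carrying temperature-sensitive p53-A138V and a BP100-luciferase reporter were pinned with compounds (4-point, 1:5 series) and held 24 hrs at 37 deg C. Luminescence was read 10 min after detection reagent.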
VP16 counter: Gal4-VP16 reporter inhibition counter-screen; Drosophila S2 Gal4-VP16 UAS-luciferase, luminescence, 20 h; Potency, µM (highest dose often 53.6 µM), without a hit: at the top dose activity, negative = inhibition, actives largely listed as inhibitors; 310,000 tested, 3.5% active;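 further: Gal4-VP16 expression switched on by copper sulfate through the metallothionein promoter; potency means the concentration at half of the fitted maximal effect; on the % scale 0 is the no-effect control and ±100 the full control effect; nearly all actives have a fitted effect of over 50% in size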
* = called active by the depositor; ? = inconclusive; . = not tested or not shown; & = joins results of further samples; [ ] = another dose, or the depositor's remark. Unless noted, the call rests on the fitted dose curve; in most records, active means well fitted curve in the direction sought with a large enough effect; inconclusive means small, poorly fitted or top-dose-only effect, or another doubt; inactive means no such curve, though single readings can be large; an effect the other way counts as inactive or inconclusive. The list is partial (hit frequency here may not be typical).

SMILES | RORg inh | ELG1 genotoxic | Giardia killer | NPC1 prom act | Menin MLL FP TR | FLuc counter | Rab9 prom act | BRCA1 expr up | PKM2 activator | p53 reactivator | VP16 counter
O=C(Nc1ccccc1C(=O)N1CCNCC1)c1ccco1 | 5% | 2% | . | -3% | 7% | 6% | -4% | . | 4% | -2% | -2%
O=C(CN1CC(=O)Oc2ccccc21)NCc1ccco1 | -17% | 3% | -2 | -3% | 4% | -1% | -4% | -28% | -9% | 27% | -2%
CCOc1cc(/C=C\[N+](=O)[O-])ccc1OCC(=O)N1CCOCC1 | 4.5µM* | -11% | -17 | -17% | -26% | -17% | -4% | -19% | . | 15% | 5.6µM*
C/C(CC(=O)Nc1ccc(C)c(Cl)c1)=N\NC(=O)Cc1ccccc1 | ? | 2% | -5 | -1% | -2% | 0% | -1% | 4% | -1% | 0% | ?
Cc1ccc(C)c(NC(=O)c2cc(-c3cc(C)ccc3O)n[nH]2)c1 | 21% | ? | 4 | 2µM* | ? | 3µM* | 26% | ? | . | -1% | 9%
Ic1ccc(N2CCN(Cc3c[nH]c4ncccc34)CC2)cc1 | . | -1% | 26 | -8%[46.1 µM] | -14% | ? | -22%[46.1 µM] | 0%&0% | . | -7% | .
Cc1nnc(OCC(=O)NCCC2=CCCCC2)c2ccccc12 | -2% | 3% | -1 | 0% | 2% | 1% | -10% | 3% | -4% | -3% | -1%
O=C(Nc1ccc(C(=O)NCCCN2CCN(c3ccccc3)CC2)cc1)C1=CSCCO1 | 6% | 0% | -1 | -4% | . | 3% | 0% | 5% | . | 29% | 1%
Cc1[nH]c2ccccc2c1C(=O)CSc1nc2ccccc2[nH]1 | ? | 0% | 9 | 28% | 44%[activator] | ? | 25% | 12% | 0% | 5% | -8%
COc1ccc(NS(=O)(=O)c2ccc(NC(=S)NC(=O)C(C)C)cc2)cc1 | -1% | -9% | 24 | 1% | ? | 0% | -2% | -21% | 2% | -3% | -3%
O=C(c1cc2nc(-c3ccco3)cc(C(F)(F)F)n2n1)N1CCN(c2ccc(F)cc2)CC1 | ? | -13% | 4 | 2% | -8% | 0% | -3% | -46% | -6% | 8% | 3%
Cc1ccc(C(C#N)c2ccc3c(C(F)(F)F)cc(C(F)(F)F)nc3n2)cc1 (centres undefined) | 21% | -1% | -12 | 1% | 3% | -7% | 0% | -87% | 3% | ? | -26%
CC1(C)Cc2c(sc3c2c(N)nc(=S)n3Cc2ccc(Br)cc2)CO1 | 1% | 3% | 4 | -2% | . | -2% | -2% | -14% | 0% | 2% | 3%
O=C(c1cc(COc2ccc(F)cc2Cl)on1)N1CCCC(c2ccccc2)C1 (centres undefined) | 35% | -8% | 17 | -10% | -2% | -1% | -11% | -3% | -1% | 7% | 3%
CC(C)CN(C(=O)c1ccc(S(=O)(=O)N2CCCC2)cc1)C1CCS(=O)(=O)C1 (centres undefined) | . | 1% | 28 | -1% | . | -1% | -4% | -4% | . | -2% | .
Cc1cc(Oc2ccccc2)nc(SCC(=O)Nc2ccccc2)n1 | -14% | -4% | 15 | -1% | 2% | 1% | 6% | 1% | -7% | -3% | 2%
CSC(=NC#N)N1CCN(c2ccc([N+](=O)[O-])cc2)CC1 | ? | -3% | -1 | -1% | 8% | -2% | 27% | -15% | -3% | 4% | 9%[10 µM]
CN1c2ccccc2C(O)=C(C(=S)Nc2ccc(F)c(Cl)c2)S1(=O)=O | ? | -10% | -6 | 0% | ? | ? | -5% | -80%[inhibitor] | -3% | -9% | ?
O=S(=O)(Nc1cc(Cl)ccn1)c1ccc(Cl)cc1 | 29% | -8% | -7 | -3% | 1% | 0% | -7% | -21% | -3% | -3% | 3%
CC(=O)c1ccc(NC(=O)C2CCN(S(=O)(=O)c3ccc4c(c3)N(C(C)=O)CCO4)CC2)cc1 | 19% | 3% | 7 | 0% | -1% | 0% | -1% | 0% | . | -11% | 16%
O=C(Nc1ccc(N2CCCCC2)cc1)c1ccc(F)cc1F | -41% | ? | -3 | 0.32µM* | . | 1.3µM* | 0.35µM* | ? | -13% | 6% | -23%
OC(CN1C2=NCCN2c2ccccc21)c1ccccc1 (centres undefined) | -10% | -3% | 23 | -8% | 9% | 5% | 1% | -26% | -29% | -9% | 0%
O=C(NOCc1ccccc1)c1ccc(Cl)cc1 | . | ? | 25 | 0.71µM* | . | 1.2µM* | 0.5µM* | 10% | . | 29% | .
CCOc1ccc2ccccc2c1/C=N/NC(=O)CNC(=O)C(c1ccccc1)c1ccccc1 | -15% | -6% | 36[activator] | 0% | -13% | 2% | 0% | -36% | -1% | 0% | 1%
CC(NCC(=O)Nc1cc(S(=O)(=O)N2CCOCC2)ccc1Cl)c1ccc(Cl)cc1Cl (centres undefined) | . | 4% | 7 | 0% | . | 5% | 2% | -75%[inhibitor] | . | -1% | .
O=C(C[C@H]1C(=O)N(CCc2ccccc2)C[C@@H]1Cc1ccccc1)Nc1ccccc1 | 18% | 0% | 3 | 1% | 0% | 2% | -4% | -7% | -10% | -3% | -7%
CCc1ccc(NC(=S)N2CCCC(C(F)(F)F)C2)cc1 (centres undefined) | 13µM* | 4% | -5 | 1% | 11% | 15µM* | 2% | 43% | 1% | 19% | ?
C(#CC1CCCC1)c1ccc2c(c1)COc1c3ccccc3nn1-2 | 10% | ? | 7 | 0.89µM* | . | 3µM* | 1µM* | ? | -1% | ? | -3%
CCCCn1c(SCC(N)=O)nnc1-c1cc(OC)c(OC)c(OC)c1 | -12% | ? | . | 1% | -1% | -2% | 3% | . | -2% | -7% | -6%
C/C(N)=C(/C#N)C(=O)CSc1nnc(COc2ccccc2Cl)o1 | ? | 17% | 8&0 | 2% | -1% | -1% | 2% | -14%&8% | -4% | 2% | 4%
CCc1cc(=O)oc2cc(C)cc(O)c12 | -5% | 4% | -1 | -4% | -3% | -3% | -2% | -3% | -4% | 1% | 6%
Cc1cccc(C)c1NC(=O)C1c2ccccc2Oc2ccccc21 | -14%[10 µM] | 0% | 6 | 1% | -6% | 1% | -4% | -2% | 3% | 4% | -20%
CC(=O)c1cc2c(cc1NC(=O)c1cnc(C)cn1)OCO2 | -24% | 0% | -9 | -3% | 3% | 1% | 7% | -9% | -9% | -2% | -12%
Cc1c(C)n(Cc2ccccc2)c2ccc(C(=O)OCCCN(C)C)cc12 | ? | -3% | -5 | -8% | -18% | -1% | -18% | 0% | 9% | 3% | -9%
CC(=O)c1ccc(N2CCN(CC(O)COC(c3ccccc3)c3ccccc3)CC2)cc1 (centres undefined) | -7% | -6% | 14 | 10% | ? | 2% | 0% | -50% | -1% | 14% | 10%
Nc1nnc(SCC(=O)Nc2cccc3ccccc23)s1 | 4% | 2% | -22 | 1% | 1% | -9% | 2% | 0% | -2% | -3% | 2%
Cn1nc(C(F)(F)F)c(-c2ccc(Br)cc2)c1NC(=O)CSCC(=O)O | 3% | -1% | -1 | -3% | . | 0% | -4% | 1% | -2% | 2% | -5%
CCOc1ccccc1NC(=O)c1ccc(S(=O)(=O)N2CCCCC2)cc1 | ? | -12% | 0 | -4% | 26% | -3% | -6% | -14% | -2% | 2% | 1%
N#Cc1c(-c2cccs2)cc(-c2ccccn2)nc1N | ? | 3% | 19 | -6% | 1% | 2% | 13% | -43% | 3% | ? | 7.9µM*
Cc1ccccc1Nc1nc(N)nc(CSCC(=O)Nc2cccc(Br)c2)n1 | ? | -5% | -23 | -5% | 20% | -2% | 0% | 13% | 14% | -9% | -26%
CCOC(=O)C1CCN(C(=O)/C(=C/c2ccccc2)NC(=O)c2ccccc2)CC1 | -26%[1.91 µM] | 0% | 1 | -1% | 0% | -2% | 12% | -20% | 1% | . | -3%
COc1ccc(NC(=O)NC(C)c2ccncc2)cc1OC (centres undefined) | 2%[0.365 µM] | 0% | 4 | -1% | -17% | 3% | -8% | -4% | 4% | -12% | .
CN(Cc1ccccc1)C(=O)COC(=O)c1ccccc1Nc1ccccc1 | ? | -1% | -13 | -3% | -14% | 1% | 6% | -1% | -12% | 17% | -23%
Cc1cc(C(=O)CCC(=O)N2CCN(c3ccccc3O)CC2)c(C)s1 | . | -2% | 23 | -1% | . | -17% | -6% | -4% | . | -2% | .
Cc1cc(NCCCn2ccnc2)n2nc(C)c(-c3ccccc3)c2n1 | 19% | 16% | -17 | 29% | -1% | 9.5µM* | ? | 51% | -2% | 21% | 14%
NC(=O)C1CCN(C2CC(=O)N(c3ccc(F)c(Cl)c3)C2=O)CC1 (centres undefined) | 14% | 3% | 7 | 1% | 20% | 1% | -9% | 2% | 7% | -19% | 1%
Cn1c(SCC(=O)O)nnc1-c1ccc(NC(=O)c2ccc(Cl)c(Cl)c2)cc1 | -12% | -1% | -6 | -2% | . | ? | -3% | -1% | -4% | 4% | -9%

High-throughput results deposited in PubChem by National Center for Advancing Translational Sciences (NCATS).
